Tb PGK inh: inhibitors of T. brucei phosphoglycerate kinase | P07378 | PGK/GAPDH coupled, Kinase-Glo luminescence, 60 min | 380,000 tested, 0.043% active | AID 602233 | Potency, µM (top dose mostly 57.5 µM), for inactives: at the highest dose activity change, negative = inhibition, most hits filed as inhibitors; further: nearly all actives have a fitted effect of over 60% in size
Target sequence (P07378 whole entry, looked up): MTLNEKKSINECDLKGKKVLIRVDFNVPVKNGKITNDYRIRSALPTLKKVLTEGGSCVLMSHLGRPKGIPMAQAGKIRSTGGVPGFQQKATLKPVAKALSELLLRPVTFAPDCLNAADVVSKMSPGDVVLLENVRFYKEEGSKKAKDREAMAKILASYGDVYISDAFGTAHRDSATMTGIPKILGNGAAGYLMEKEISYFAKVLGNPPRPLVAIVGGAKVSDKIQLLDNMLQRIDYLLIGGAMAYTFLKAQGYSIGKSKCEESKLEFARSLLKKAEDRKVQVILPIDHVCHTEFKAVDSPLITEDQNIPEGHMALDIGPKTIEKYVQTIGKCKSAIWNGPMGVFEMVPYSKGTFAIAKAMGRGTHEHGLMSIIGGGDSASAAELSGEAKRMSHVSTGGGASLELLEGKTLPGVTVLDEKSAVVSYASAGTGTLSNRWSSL
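Luminescent ATP detection (Kinase-Glo Plus) follows a 60-minute room-temperature incubation, with wells lacking PGK as controls. Buffer: 100 mM TEA (pH 7.6), 5 mM MgCl2, 0.01% Tween-20. Coupling enzyme GAPDH (100 nM final) supplies unstable 1,3-BPG in-well.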
ALOX12 inh: ALOX12 (human) lipoxygenase inhibition; P18054; purified 12hLO, xylenol orange hydroperoxide absorbance; Potency, µM (top dose mostly 108 µM), without a hit: at the top dose activity change, negative = inhibition, most hits filed as inhibitors; 580,000 tested, 1.1% active
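Hydroperoxide product was detected by ferrous iron/xylenol orange as the 573 to 405 nm absorbance ratio. Arachidonic acid at 40 uM (final) was turned over for 30 min at room temperature by 150 nM human 12hLO, pH 7.0 Hepes buffer, after 15 min compound preincubation.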
RGS4 inhibitor: human RGS4 inhibition; Potency, µM (highest dose often 114 µM), for inactives: top-dose activity change, negative = inhibition, most hits filed as inhibitors; Transcreener GDP fluorescence polarization, RGS4-accelerated GTP hydrolysis; 390,000 tested, 0.039% active; P49798; AID 504845; further: nearly all actives have a fitted effect of over 75% in size; some results filed as inactive show a strong effect at the top dose
Target sequence (P49798 whole entry, looked up): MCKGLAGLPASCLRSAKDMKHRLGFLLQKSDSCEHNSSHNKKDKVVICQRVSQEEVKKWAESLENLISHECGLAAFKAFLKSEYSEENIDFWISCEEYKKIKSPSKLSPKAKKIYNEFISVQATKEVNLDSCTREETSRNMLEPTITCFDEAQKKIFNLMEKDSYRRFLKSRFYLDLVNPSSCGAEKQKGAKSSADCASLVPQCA
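MLSMR compounds (23 nl, pin-transferred) preincubated 10 min at room temperature with a 500nM (2x) first reagent, then RGS4 at 900nM (2x) plus Transcreener GDP mix added; fluorescence polarization (620/688 nm) read before and after 90 min at 30 °C.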
TrxR1 inh: blocks rat thioredoxin reductase 1; O89049; 390,000 tested, 1% active; recombinant rTrxR1, NADPH fluorescence consumption, selenite substrate; AID 588453; Potency, µM (doses to about 114 µM), for the others: at the highest dose activity change, negative = inhibition, hits mostly inhibitors; further: nearly all actives have a fitted effect of over 65% in size
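Rat TrxR1 (90 nM in the dispensed reagent) was pre-reduced with 400 uM NADPH for 5 min at room temperature, then incubated with compound for 15 min. After 400 uM selenite was added, NADPH fluorescence (Ex 340/Em 450 nm) was followed for 8 min.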
GLS inh: inhibitors of human glutaminase (GLS) | O94925 | GLS enzymatic activity, qHTS titration | Potency, µM (top dose mostly 45.5 µM), inactives show at the highest dose activity change, negative = inhibition, usual class: inhibitors | 410,000 tested, 0.21% active | AID 624170
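Glutamate formation by hKGA was monitored fluorometrically using coupled glutamate oxidase, HRP and Amplex Red. Substrate was added as 1 mM L-glutamine solution; incubation was 30 min at RT after an initial read.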
Active calls of the source: *; i = inactive; ? = inconclusive; · = no result given; [ ] = remark or other dose. The call rests on the fitted dose curve; in most records, active means well fitted curve in the direction sought with a large enough effect; inconclusive means small, poorly fitted or top-dose-only effect, or another doubt; inactive means no such curve, though single readings can be large; an effect the other way counts as inactive or inconclusive. On the % scale 0 is the no-effect control and ±100 the full control effect; potency means the concentration at half of the fitted maximal effect. Not all compounds are listed. The share of hits here may be higher or lower than overall.

SMILES	Tb PGK inh	ALOX12 inh	RGS4 inhibitor	TrxR1 inh	GLS inh
Cc1ccc(S(=O)(=O)/C=C/C#N)cc1	·	?	6µM*	0.95µM*	·
O=C(O)[C@@H]1C[C@@H](C(=O)O)N1	·	?	?	2%[57.1 µM]	·
CCCCC[C@H](CC(=O)NO)C(=O)N[C@H](C(=O)N1CCC[C@H]1CO)C(C)C	·	?	?	14%[57.1 µM]	·
CC1(C)CO[C@@H](CC(=O)O)CN1	·	-6%[22.9 µM]	?	·	3%
CC1(C)[C@@H]2CC[C@@]1(C)C(=O)C2	·	-5%[22.9 µM]	i	·	-12%
CC[C@]1(O)C[C@H]2CN(CCc3c([nH]c4ccccc34)[C@@](C(=O)OC)(c3cc4c(cc3OC)N(C=O)[C@H]3[C@@](O)(C(=O)OC)[C@H](OC(C)=O)[C@]5(CC)C=CCN6CC[C@]43[C@@H]65)C2)C1	·	?	·	?	0%
Cc1cccc(C)c1OCC(=O)N[C@@H](Cc1ccccc1)[C@@H](O)C[C@H](Cc1ccccc1)NC(=O)[C@H](C(C)C)N1CCCNC1=O	·	-6%[57.4 µM]	·	11%	0%
Cc1ccc(NC(=O)NC(=O)COC(=O)c2ccc(O)cc2O)c(C)c1	-10%	?	·	·	-3%
O=C(Cc1ccccc1F)Nc1cccc(S(=O)(=O)N2CCCCC2)c1	i	0%	·	·	-3%
COc1ccccc1N(CC(=O)NCCSCc1ccccc1)S(=O)(=O)c1ccccc1	i	-4%	·	·	2%
Nc1ccn([C@@H]2O[C@H](CN=C3NS(=O)(=O)c4ccccc43)[C@@H](O)[C@H]2O)c(=O)n1	-4%	-8%	·	·	-11%
CCOC(=O)C(C#N)=C1CCC=C(C)C1	i	-5%	·	·	-5%
Nc1nc(N)c2cc(Sc3cccc(C(F)(F)F)c3)ccc2n1	i	?	·	·	-22%
CC(=O)N1CC2(CC(c3ccc(Cl)cc3Cl)=NO2)CN1c1cccc(Cl)c1 (stereo not drawn)	5%	-57%	·	·	6%
CCC(C)NC(=O)c1ccc(N2CC3CC(C2)c2cccc(=O)n2C3)c(NC(=O)c2c(F)cccc2F)c1 (stereo not drawn)	-11%	0%	·	·	-9%
O=C(NC(Sc1ccc(Cl)cc1)C(=O)O)c1ccccc1 (stereo not drawn)	1%	?	·	·	3%
C=CCC1CCCCC1=C(C#N)c1ccccc1 (stereo not drawn)	-3%	-6%	·	·	0%
OCC1OC(n2ccc3c2ncn2ncnc32)C(O)C1O (stereo not drawn)	-10%	15%	·	·	0%
O=C1NC(C2CC3C=CC2C3)Nc2ccccc21 (stereo not drawn)	0%	?	·	·	12%
Cc1ccc(C(=O)O)cc1NCc1cccnc1	-8%	-6%	·	·	18%
COc1cc(OCc2ccccc2)c(CC(=O)O)c([N+](=O)[O-])c1	4%	-3%	·	·	3%
O=C(NCCOc1ccc(F)cc1)C1CCC(=O)N(Cc2ccc(Cl)cc2)C1 (stereo not drawn)	-5%	-2%	·	·	1%
Cc1cc(C(=O)N2CCCC(CO)(Cc3ccc(F)cc3F)C2)nn1C (stereo not drawn)	-9%	0%	·	·	3%
CCOC(=O)CCCN(c1[nH]c(C)c(C)c1C#N)S(=O)(=O)c1ccc(C)cc1	-1%	5%	·	·	0%
O=C(Nc1cc(S(=O)(=O)N2CCOCC2)ccc1OCC(F)(F)F)C1CCCC1	5%	-4%	·	·	2%
COc1ccc(S(=O)(=O)N2CCC(C(=O)NN3CCCCC3)CC2)cc1	4%	4%	·	·	5%
Cc1cn([C@H]2C[C@H](O)[C@@H](CNC(=O)c3ccccn3)O2)c(=O)[nH]c1=O	-14%	-8%	·	·	-3%
Cc1ccc(N(Cc2ccccc2)C(=O)CSC(C)C(=O)Nc2cc(C)on2)cc1 (stereo not drawn)	-4%	25%	·	·	-1%
CCCCN1C(=O)C(CC(=O)NCCc2ccccn2)CC(C(=O)N(CC)CC)=C1C (stereo not drawn)	-1%	-19%	·	·	-7%
C[C@H](CO)N1C[C@H](C)[C@H](CN(C)C(=O)Nc2ccc(C(F)(F)F)cc2)Oc2ncc(Br)cc2C1=O	-5%	1%	·	·	-2%
O=C(Nc1ccc(Cc2ccc(NC(=O)Nc3cccnc3)cc2)cc1)Nc1cccnc1	1%	22%	·	·	-2%
COCC1CCN(C(=O)c2cc(COc3ccc(OC)cc3Cl)on2)C1 (stereo not drawn)	-9%	-1%	·	·	-8%
O=C(O)c1cccc(NC(=O)c2ccccc2NC(=O)c2cccs2)c1	-6%	6%	·	·	-3%
O=C(NNC(=O)c1cc(S(=O)(=O)N2CCOCC2)ccc1Cl)c1ccc(F)cc1	-2%	-2%	·	·	1%
O=C1CCCN1c1ccc([N+](=O)[O-])cc1	-2%	0%	·	·	3%
CCc1cccc(CC)c1NC(=O)C(CC)Sc1nc2ccsc2c(=O)n1CCC(=O)O (stereo not drawn)	-5%	-4%	·	·	0%
C=CCC1(CC=C)CCCN1C(=O)C1CCC(=O)N(Cc2ccc(Cl)cc2)C1 (stereo not drawn)	-9%	?	·	·	-5%
Cc1ccc(NC2CCCN(C(=O)c3cc(C(C)C)nn3C)C2)cc1C (stereo not drawn)	0%	-12%	·	·	2%
COC(=O)C[C@H]1C[C@@H]2c3cc(NC(=O)NC4CCCC4)ccc3O[C@@H]2[C@@H](CO)O1	0%	-7%	·	·	-3%
CN1CCN(C2CN(Cc3ccc([N+](=O)[O-])cc3)S(=O)(=O)C2)CC1 (stereo not drawn)	-7%	-1%	·	·	-1%
C[C@H](NC(=O)c1ccccc1)C(=O)OCC(=O)Nc1ccc(Cl)cn1	-2%	?	·	·	-3%
O=C(NNC(=O)C(c1ccccc1)c1ccccc1)c1ccccc1O	-1%	-19%	·	·	20%
O=S1(=O)N[C@@H](Cc2ccccc2)COc2ccc(Cl)cc21	1%	-18%	·	·	1%
O=C(Nc1ccccc1Cl)c1ccccc1CC(O)(c1ccccc1)c1ccccc1	-7%	3%	·	·	-9%
Cc1cc(-c2ccc(Br)cc2)n2nc(C)cc2n1	-3%	-1%	·	·	2%
Cc1cc(NC(=O)COC(=O)COc2ccc(Cl)c(C)c2)no1	-5%	-4%	·	·	1%
C[C@H](CO)N1C[C@H](C)[C@@H](CN(C)C(=O)c2cnccn2)Oc2ncc(Br)cc2C1=O	-9%	1%	·	·	-3%
c1ccc(OC2CCCCC2N2CCOCC2)cc1 (stereo not drawn)	0%	7%	·	·	2%
O=C(NCc1cccnc1)C1C2C=CC(C2)C1C(=O)Nc1cccc(C(F)(F)F)c1 (stereo not drawn)	8%	16%	·	·	-2%
COc1ccc(CSc2n[nH]c(=O)[nH]c2=O)cc1	-1%	-25%	·	·	-1%
COc1ccc(CCNC(=O)C(=O)c2cn(CC(=O)N3CCCC3)c3ccccc23)cc1	-9%	9%	·	·	-1%
CCc1cc(-c2nnn(CCC3COCCO3)c2CC)ccc1-c1cn(Cc2ccc3ccccc3c2)nn1 (stereo not drawn)	i	-5%	·	·	0%
O[C@H]1CN(Cc2cccs2)[C@@H](c2ccccc2)C[C@@H]1n1cc(C2CC2)nn1	-2%	-11%	·	·	5%
CCC1=C(Nc2ccccc2)COC1=O	-8%	1%	·	·	14%
COc1cccc(NC(=O)CSCc2nc3sc(C)c(C)c3c(=O)[nH]2)c1	-6%	4%	·	·	-5%
Cc1cc(OCC(=O)OCC(=O)N(Cc2ccccc2)C(C)(C)C)ccc1Cl	4%	?	·	·	0%
CO[C@H](C(=O)N(C)C[C@@H]1OCc2ccccc2-c2c(n(C)c3ccccc23)C(=O)N([C@H](C)CO)C[C@@H]1C)c1ccccc1	0%	0%	·	·	0%
CCCCN1C[C@H](CSC)[C@@H](CC(=O)Nc2ccc(OC)cc2)C1=O	-11%	-14%	·	·	0%
CC1CCCCC1NC(=O)c1cc(Cl)nc2ccccc12 (stereo not drawn)	-5%	2%	·	·	-11%
CC(=O)Nc1ccc(CN2CCC(N3CCC(C(=O)NC4CC4)CC3)CC2)cc1	i	-4%	·	·	2%

Some of the entries above, set out differently.
| SMILES | Tb PGK inh | ALOX12 inh | RGS4 inhibitor | TrxR1 inh | GLS inh |
| --- | --- | --- | --- | --- | --- |
| CCc1cc(-c2nnn(CCC3COCCO3)c2CC)ccc1-c1cn(Cc2ccc3ccccc3c2)nn1 (stereo not drawn) | i | -5% | · | · | 0% |
| O[C@H]1CN(Cc2cccs2)[C@@H](c2ccccc2)C[C@@H]1n1cc(C2CC2)nn1 | -2% | -11% | · | · | 5% |
| CCC1=C(Nc2ccccc2)COC1=O | -8% | 1% | · | · | 14% |
| COc1cccc(NC(=O)CSCc2nc3sc(C)c(C)c3c(=O)[nH]2)c1 | -6% | 4% | · | · | -5% |

Continuation.
SMILES	Tb PGK inh	ALOX12 inh	RGS4 inhibitor	TrxR1 inh	GLS inh
CCN(CC(=O)Nc1ccc2c(c1)OCCO2)C(=O)COc1ccc(C(C)=O)cc1	6%	-2%	·	·	2%
CCCc1cc(CCC)n2nc(N)nc2n1	-2%	5%	·	·	1%
N#CC(c1ccccc1)C(CC(=NO)c1ccccc1)c1ccccc1 (stereo not drawn)	-10%	?	·	·	4%
COc1ccc(-c2ccc3[nH]c4c(c3c2)CCN2C[C@H]3[C@H](C)ON(C)[C@H]3C[C@@H]42)cc1	i	-15%	·	·	-2%
COc1cccc(N2CCN(C(=O)C3CCN(C(=O)Nc4ccccc4)CC3)CC2)c1	5%	24%	·	·	-3%
CCCc1cc(NCCOCCO)n2c(nc3ccccc32)c1C#N	1%	-2%	·	·	5%
C[C@@H]1CN([C@@H](C)CO)C(=O)CCCn2cc(nn2)CO[C@H]1CN(C)S(=O)(=O)c1ccc(C#N)cc1	6%	12%	·	·	7%
COc1cc(NC(C)=O)c2ncccc2c1Br	-10%	-15%	·	·	6%
CCc1noc(C)c1C(=O)N(CC)CC(=O)NCc1ccc(F)cc1	-8%	0%	·	·	0%
Cc1cc(C(=O)N2CCc3ccccc32)ccc1[N+](=O)[O-]	-5%	4%	·	·	3%
COc1ccccc1N=NNc1ccccc1OC	-4%	-9%	·	·	-12%
CCN(CC)C(=O)C1=C(C)N(Cc2ccc(F)cc2)C(=O)C(CC(=O)NCCc2ccccn2)C1 (stereo not drawn)	4%	-11%	·	·	-2%
COc1ccc(CCNC(=O)c2ccc3c(c2)S(=O)(=O)N=C2CCCCCN23)cc1OC	-2%	-2%	·	·	-10%
COc1cc(CN2CCC(C(=O)NC(C)(C)C)CC2)ccc1OCc1ccccc1	-7%	?	·	·	-1%
C[C@H]1CCCCO[C@H](CN(C)Cc2ccncc2)[C@@H](C)CN([C@@H](C)CO)C(=O)c2cc(NS(=O)(=O)c3ccccc3)ccc2O1	-7%	-5%	·	·	-7%
O=C(c1cc(COc2c(F)cccc2F)on1)N1CC[C@@H]2CCCC[C@H]2C1	4%	?	·	·	1%

Reformatted with values under each structure: part of the list above
Every second line gives: Tb PGK inh	ALOX12 inh	RGS4 inhibitor	TrxR1 inh	GLS inh
> COc1ccc(CCNC(=O)c2ccc3c(c2)S(=O)(=O)N=C2CCCCCN23)cc1OC
→ -2%	-2%	·	·	-10%
> CCCc1cc(NCCOCCO)n2c(nc3ccccc32)c1C#N
→ 1%	-2%	·	·	5%
> CCN(CC(=O)Nc1ccc2c(c1)OCCO2)C(=O)COc1ccc(C(C)=O)cc1
→ 6%	-2%	·	·	2%

From PubChem
